DAX1 inh-1: DAX1 (NR0B1) inhibitors on StAR promoter, primary screen, cell-based, luminescence, SF-1 (NR5A1), full-length DAX-1; HEK293T StAR-luciferase reporter, SF-1/DAX-1 repression relief; AID 652010, 2013; 370,000 tested, 1.1% active; inhibition, % at 6.8 µM;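 active = inhibition above the mean over all tested compounds plus 3 SD, cut at about 3.6% in these data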;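 note: 0% = DAX-1 cells with DMSO and 100% = cells lacking DAX-1 with DMSO; higher inhibition means more luminescence from relief of DAX-1 repression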
ADAM17 inh: ADAM17 inhibitors, primary screen, biochemical, QFRET; recombinant ADAM17, EDANS/DABCYL FRET peptide cleavage; Disintegrin and metalloproteinase domain-containing protein 17 (Homo sapiens), P78536; inhibition, % at 6.95 µM; 370,000 tested, 0.83% active; AID 720648, 2013;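 active = inhibition above the mean of compounds lying between control limits plus 3 SD, set per campaign, cut at about 8.5% in these data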;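 note: 0% = DMSO-only wells as the low control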
hgDAF-12 ag: H. glycines DAF-12 receptor agonists, primary screen, cell-based, luminescence, HEK293, GAL4 fusion, UAS-luciferase; Nuclear hormone receptor DAF-12 (Heterodera glycines), GAL4 fusion; HEK293 GAL4-hgDAF12 UAS-luciferase reporter, agonist luminescence; normalized to butyrate control; activation, % at 6.8 µM; 370,000 tested, 1.8% active; AID 687014, 2013;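 active = activation above a cutoff set at the mean of all screened compounds plus 3 SD, cut at about 10% in these data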;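 note: 0% = DMSO wells and 100% = sodium butyrate wells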
PLC-gamma1 inh: PLC-gamma1 enzyme inhibitors, primary screen, biochemical, fluorescence, purified enzyme. inhibition, % at 12.2 µM. 370,000 tested, 0.84% active. fluorogenic substrate. AID 720700, 2013. 1-phosphatidylinositol 4,5-bisphosphate phosphodiesterase gamma-1 (Homo sapiens), P19174; in the data active = inhibition above about 9.5%
Target sequence (P19174 whole entry, looked up): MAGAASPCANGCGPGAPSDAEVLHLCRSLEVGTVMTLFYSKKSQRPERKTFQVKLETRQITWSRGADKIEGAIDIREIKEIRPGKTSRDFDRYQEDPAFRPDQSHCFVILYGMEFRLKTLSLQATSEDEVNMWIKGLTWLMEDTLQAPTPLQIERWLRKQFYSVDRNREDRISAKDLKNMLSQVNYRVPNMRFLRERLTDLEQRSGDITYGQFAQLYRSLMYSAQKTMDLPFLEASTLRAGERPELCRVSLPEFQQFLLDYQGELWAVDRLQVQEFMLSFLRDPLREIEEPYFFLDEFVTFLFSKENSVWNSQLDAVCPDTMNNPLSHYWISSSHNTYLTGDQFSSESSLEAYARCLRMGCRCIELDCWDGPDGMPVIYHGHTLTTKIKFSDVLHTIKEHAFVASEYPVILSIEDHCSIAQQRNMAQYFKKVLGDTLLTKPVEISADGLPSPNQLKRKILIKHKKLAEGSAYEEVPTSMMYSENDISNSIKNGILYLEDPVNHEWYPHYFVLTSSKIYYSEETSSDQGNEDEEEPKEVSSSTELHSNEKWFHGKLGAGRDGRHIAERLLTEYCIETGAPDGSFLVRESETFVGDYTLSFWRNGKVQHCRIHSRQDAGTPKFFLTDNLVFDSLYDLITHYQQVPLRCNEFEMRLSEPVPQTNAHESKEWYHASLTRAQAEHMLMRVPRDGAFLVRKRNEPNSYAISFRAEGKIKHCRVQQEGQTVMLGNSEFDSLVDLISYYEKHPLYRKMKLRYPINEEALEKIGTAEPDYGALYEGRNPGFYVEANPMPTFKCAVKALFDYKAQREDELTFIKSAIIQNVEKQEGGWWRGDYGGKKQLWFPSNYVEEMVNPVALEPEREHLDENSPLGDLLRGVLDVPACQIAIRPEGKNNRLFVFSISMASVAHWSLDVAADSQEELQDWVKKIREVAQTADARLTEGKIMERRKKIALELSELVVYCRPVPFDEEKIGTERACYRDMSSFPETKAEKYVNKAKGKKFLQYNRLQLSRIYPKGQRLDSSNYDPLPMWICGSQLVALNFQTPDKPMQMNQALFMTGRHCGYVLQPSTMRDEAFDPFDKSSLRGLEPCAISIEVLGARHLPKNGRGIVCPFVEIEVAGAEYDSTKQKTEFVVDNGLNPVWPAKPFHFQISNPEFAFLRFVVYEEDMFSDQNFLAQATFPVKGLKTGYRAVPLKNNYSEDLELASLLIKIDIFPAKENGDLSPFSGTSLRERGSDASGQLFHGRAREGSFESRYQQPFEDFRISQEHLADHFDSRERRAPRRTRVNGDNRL
SMARCA2 act: SMARCA2 (BRM) function activators, primary screen, cell-based, luminescence, high throughput; AID 652017, 2013; activation, % at 9.1 µM; 370,000 tested, 1% active; MG213 cells, MMTV-luciferase reporter, dexamethasone, overnight; in the data active = activation above about 7.8%;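 note: 0% = vehicle wells and 100% = reference activator wells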
DAX1 inh-2: DAX1 (NR0B1) inhibitors, primary screen, cell-based, HEK293, Gal4-DAX1, luciferase luminescence | HEK293 Gal4-DAX1 luciferase reporter | inhibition, % at 6.75 µM | 340,000 tested, 0.99% active | AID 504766, 2011;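 active = inhibition above the mean over all tested compounds plus 3 SD, cut at about 4.2% in these data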;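 note: 0% = DAX1-transfected cells with DMSO and 100% = empty-vector control cells with DMSO; inhibition shows as a rise in luminescence from relieved DAX1 repression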
PLC-beta3 inh: human PLC-beta3 inhibitors, primary screen, biochemical, fluorescence | 1-phosphatidylinositol 4,5-bisphosphate phosphodiesterase beta-3 (Homo sapiens), Q01970 | Purified PLC-beta3, fluorogenic substrate | inhibition, % at 12.2 µM | 370,000 tested, 0.18% active | AID 720704, 2013; in the data active = inhibition above about 11%;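 note: 0% = median of compound wells on plate and 100% = full blocker control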
ssDAF-12 act: S. stercoralis DAF-12 nuclear receptor activators, primary screen, cell-based, luminescence, HEK293, GRIP1 co-expression, lit1-tk-luc. HEK293 ssDAF-12/GRIP1 lit1-tk-luc reporter; % of 3 µM dafachronic acid response. activation, % at 6.8 µM. 370,000 tested, 1% active. AID 652126, 2013;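 active = activation above the mean over all tested compounds plus 3 SD, cut at about 0.9% in these data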;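 note: 0% = DMSO-only wells and 100% = 3 µM delta7-dafachronic acid wells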
MBD2 inh: inhibitors of MBD2 binding to methylated DNA, primary screen, biochemical, TR-FRET, DNA-binding domain, human; Methyl-CpG-binding domain protein 2 (Homo sapiens), Q9UBB5; 370,000 tested, 0.31% active; MBD2 binding to methylated oligonucleotide; inhibition, % at 4.4 µM; in the data active = inhibition above about 13%
NR1D1 modulator: modulators of Rev-erb alpha DNA binding, primary screen, biochemical, FITC-DNA, fluorescence polarization, uHTS | AID 1259318, 2017 | activity, % at 10 µM | Rev-erbα–FITC-DNA binding, 90 min | 370,000 tested, 0.79% active | Nuclear receptor subfamily 1 group D member 1 (Homo sapiens), P20393;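 active = activity above about 14%, limit read from the data; passing the limit was not always enough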;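 note: 0% = DMSO wells with 35 nM protein and 100% = DMSO wells with 750 nM protein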
hcDAF-12 act: H. contortus DAF-12 nuclear receptor activators, primary screen, cell-based, luminescence, HEK293, lit1-tk-luc reporter. 370,000 tested, 1.4% active. HEK293 hcDAF-12 lit1-tk-luc reporter; 0% DMSO, 100% Δ7-dafachronic acid. AID 652067, 2013. activation, % at 6.8 µM;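 active = activation above the mean of all tested compounds plus 3 SD, cut at about 5.5% in these data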;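 note: 100% = response to 3 µM Δ7-dafachronic acid high control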
The depositor's hits bear a star; . = not tested or not shown.

SMILES | DAX1 inh-1 | ADAM17 inh | hgDAF-12 ag | PLC-gamma1 inh | SMARCA2 act | DAX1 inh-2 | PLC-beta3 inh | ssDAF-12 act | MBD2 inh | NR1D1 modulator | hcDAF-12 act
CC(C)COC(=O)NCCOC(=O)Nc1cccc(Cl)c1 | -0.8 | 4.0 | 0.3 | 1.6 | -3.4 | 0.4 | 1.2 | -1.3 | -1.7 | 0.7 | -2.4
COc1cccc2c1C(=O)C[C@]1(CCCC[C@@H]1C)O2 | 0.0 | -10.8 | -1.8 | -1.2 | 0.0 | -0.2 | -5.2 | -1.0 | -6.6 | -1.1 | -1.8
CCOC(=O)c1c(CSc2ccccc2)oc2ccc(O)cc12 | -0.8 | 11.3* | -0.8 | 1.0 | -0.4 | 0.2 | 2.0 | -2.2 | 0.9 | 10.2 | -2.2
CCN(CC)C(=O)C1CC(c2ccc(OC)cc2)=NO1 (stereo not drawn) | 1.9 | -1.8 | 7.2 | 3.6 | 0.0 | 0.3 | 3.5 | -0.6 | -1.1 | -1.1 | 1.1
Cc1cc(=O)n2[nH]c(NCc3ccccc3F)nc2n1 | 1.1 | 0.3 | -2.9 | -1.2 | -1.2 | -1.0 | 0.6 | -0.8 | -5.7 | -3.6 | -2.0
C[C@@H](CO)NC(=O)[C@H]1O[C@@H](n2ccc(=O)[nH]c2=O)[C@H](O)[C@@H]1O | 0.9 | 3.8 | 0.5 | 1.4 | -3.5 | . | 1.2 | -1.2 | -0.7 | -7.2 | 0.5
COc1ccc(C=O)cc1CN1CCCN(Cc2ccc(Cl)cc2)S1(=O)=O | 0.3 | 0.3 | -4.5 | -0.4 | -1.6 | 0.0 | -4.6 | -1.8 | 4.5 | -2.4 | -3.1
COCCCNC(=O)CC(NS(=O)(=O)c1ccc(C)cc1)c1ccc(OC)cc1 (stereo not drawn) | 0.6 | -2.6 | 1.8 | 0.8 | -2.5 | 0.0 | 0.7 | -0.6 | 4.3 | 3.1 | -1.8
N#CC1=C(Nc2ccc(Br)cc2)CCC1 | -0.2 | -9.5 | 3.4 | -2.5 | -1.1 | 0.7 | -8.7 | -1.3 | 5.6 | -1.6 | 3.7
O=C(CSc1nnc(-c2cccnc2)o1)Nc1ccccc1Br | 0.1 | -0.2 | 1.9 | 0.1 | 2.8 | 2.2 | -1.3 | -0.9 | 4.0 | -1.1 | -0.2
COc1ccc(-c2nc3nc(C)cc(C)n3n2)cc1 | 1.1 | -20.8 | 3.3 | -51.2 | 1.7 | 1.5 | -62.7 | -0.5 | 3.7 | 0.8 | 5.7*
COc1ccccc1NC(=O)CCc1nc(-c2ccccc2F)no1 | 1.9 | 1.1 | 4.3 | 0.6 | 0.5 | 0.1 | -4.8 | -1.8 | -0.5 | -0.7 | -1.7
COc1ccc(-c2csc3nc(C)nc(N4CCN(c5ccc(C(C)=O)cc5)CC4)c23)cc1OC | -1.3 | -2.5 | -3.1 | -10.7 | -0.2 | -0.9 | -24.1 | -1.7 | 0.2 | 2.0 | -3.5
Cc1nnc(SCc2ccc(F)cc2Cl)s1 | 1.9 | -4.7 | 8.7 | -0.7 | 7.1 | 0.9 | 1.6 | -0.2 | -0.5 | -4.3 | 0.8
COc1cc(OC)cc(C(=O)Nn2c(C)nc3ccccc3c2=O)c1 | -0.7 | 1.0 | -3.4 | 0.5 | -2.7 | 1.4 | 3.4 | -1.5 | -2.2 | -2.6 | -2.8
COc1ccc([C@H]2C[C@H](O)[C@@H](n3cc(-c4ccc(F)cc4)nn3)CN2CC2CCCCC2)cc1 | -0.2 | 1.4 | -2.8 | -1.3 | -5.0 | 2.2 | -0.3 | -1.0 | -0.7 | -9.7 | -0.6
CCOc1ccc(CN(C)C(=O)c2ccc(NC(=O)CC3SC(N4CCCC4)=NC3=O)cc2)cc1 (stereo not drawn) | -1.6 | 1.5 | 0.9 | 3.6 | -0.3 | -0.2 | -1.8 | -1.1 | 0.1 | -0.1 | -0.3
COC(=O)[C@]12C[C@H](CC(=O)NCc3ccccc3)C(=O)N(Cc3ccco3)C1=C[C@H](C1CCCC1)O[C@@H]2C | -0.2 | 2.7 | -1.0 | 2.9 | -1.9 | . | 1.5 | -0.9 | 0.4 | -0.6 | -1.7
CCOC(=O)C1C(=O)NC(N2CCCCC2)=NC1c1ccco1 (stereo not drawn) | 0.2 | 1.7 | 2.4 | 6.5 | -1.3 | 1.1 | 4.3 | -0.7 | 0.0 | 0.9 | 2.7
CCn1cc(CN(C)S(=O)(=O)c2cccc([N+](=O)[O-])c2)cn1 | -0.5 | -1.9 | -0.9 | 9.2 | 3.6 | 2.9 | -5.0 | -1.5 | -7.6 | 1.6 | -2.2
CC(C)Sc1nnc(NC(=O)c2ccco2)s1 | 2.4 | -1.9 | 8.1 | -5.4 | 2.9 | 1.3 | -18.4 | 1.8* | -2.1 | -3.6 | 0.0
CCc1ccc(CN(Cc2cccnc2)C(=O)/C=C/c2ccc(OC)cc2)cc1 | -0.3 | -0.5 | 0.2 | 0.7 | -2.3 | -1.3 | -10.5 | -1.4 | 7.7 | 3.4 | -2.4
Cc1cccnc1NCC(O)COc1ccccc1 (stereo not drawn) | 0.9 | -3.2 | 0.3 | -1.0 | -0.2 | -0.3 | -2.4 | -1.7 | 0.9 | 0.1 | -1.1
CSc1ccccc1NC(=O)CN(C)Cc1cc(=O)n2ccsc2n1 | 2.3 | -3.5 | -0.6 | -1.1 | 2.9 | -0.1 | -5.4 | -1.6 | 1.6 | 1.5 | -2.2
Cc1ccc(OCC(=O)NC(C)c2ccc(Cl)c(Cl)c2)c([N+](=O)[O-])n1 (stereo not drawn) | -0.5 | -1.0 | -2.1 | 4.2 | -0.8 | 0.3 | 0.7 | -1.0 | 1.8 | -3.3 | -1.6

Reprinted from the part before: 3 entries, then new ones.
SMILES | DAX1 inh-1 | ADAM17 inh | hgDAF-12 ag | PLC-gamma1 inh | SMARCA2 act | DAX1 inh-2 | PLC-beta3 inh | ssDAF-12 act | MBD2 inh | NR1D1 modulator | hcDAF-12 act
Cc1cccnc1NCC(O)COc1ccccc1 (stereo not drawn) | 0.9 | -3.2 | 0.3 | -1.0 | -0.2 | -0.3 | -2.4 | -1.7 | 0.9 | 0.1 | -1.1
CSc1ccccc1NC(=O)CN(C)Cc1cc(=O)n2ccsc2n1 | 2.3 | -3.5 | -0.6 | -1.1 | 2.9 | -0.1 | -5.4 | -1.6 | 1.6 | 1.5 | -2.2
Cc1ccc(OCC(=O)NC(C)c2ccc(Cl)c(Cl)c2)c([N+](=O)[O-])n1 (stereo not drawn) | -0.5 | -1.0 | -2.1 | 4.2 | -0.8 | 0.3 | 0.7 | -1.0 | 1.8 | -3.3 | -1.6
N#Cc1cc([N+](=O)[O-])ccc1NCCc1ccccn1 | -1.2 | 0.9 | 2.2 | 3.8 | 1.8 | -1.1 | -4.9 | -1.8 | -1.7 | 4.8 | 0.7
Cc1cc(NC(=O)c2ccccc2[N+](=O)[O-])ccc1Br | 0.2 | -2.2 | 6.2 | 3.5 | 8.2* | 4.8* | -2.2 | -0.3 | -0.5 | 2.7 | -1.2
CCOC(=O)c1sc(NC(=S)NC(=O)C2CCCC2)cc1C | 0.0 | -0.2 | -1.9 | 0.1 | 0.8 | -0.8 | -0.4 | -1.8 | 3.2 | 69.7* | -0.3
CC(O)C(NS(=O)(=O)c1ccc(Cl)cc1)C(=O)OCC(=O)c1ccc2c(c1)NC(=O)CO2 (stereo not drawn) | 0.1 | -6.0 | 0.9 | -3.7 | -1.5 | -0.5 | -8.7 | -1.3 | -3.0 | -4.9 | -0.7
O=C(Cc1ccc(F)cc1)NC1CCS(=O)(=O)C1 (stereo not drawn) | -0.6 | -3.5 | -1.6 | 0.5 | -1.2 | 0.9 | -4.4 | 0.1 | -2.2 | 7.1 | -1.7
O=C(NC1CCCC1)C(c1ccc(F)cc1)N(Cc1ccc(F)cc1)C(=O)c1ccn[nH]1 (stereo not drawn) | -0.3 | -0.8 | -1.5 | -1.9 | -0.8 | -0.5 | -0.3 | -1.7 | -4.6 | -1.1 | -2.0
CC[N+]1(CC)CC2=Cc3c(ccc4ccccc34)C(C)C2C1 (stereo not drawn) | -0.3 | -9.0 | 1.0 | -2.8 | -1.7 | 1.2 | -12.5 | -0.5 | -1.9 | 4.1 | -0.8
O=C(C[C@@H]1C/C=C\CC[C@@H](Cc2ccc(F)cc2)C(=O)OC[C@@H]2CCCN2C1=O)N[C@H](CO)Cc1ccccc1 | -2.1 | -1.1 | 1.2 | -0.2 | -2.2 | -0.5 | -0.6 | -1.4 | -3.4 | 6.8 | -0.3
O=C1CSC(c2cccc(Cl)c2Cl)N1c1ccccn1 (stereo not drawn) | -0.1 | -1.8 | -0.8 | 0.9 | -3.8 | -0.7 | -1.4 | -1.9 | 1.0 | 2.0 | -2.0
O=C(Nc1ccccc1C(=O)Nc1ccc(Br)cn1)c1ccccc1Cl | -1.1 | -3.5 | 0.7 | 1.0 | -3.4 | -0.8 | -11.4 | -1.7 | 1.0 | 4.1 | -1.6
COc1ccccc1C(=O)NNC(=S)NC(=O)c1cccs1 | -1.0 | 0.4 | -1.1 | 4.2 | 0.5 | -0.3 | -9.4 | -0.1 | 6.5 | 1.1 | 3.8
COc1ccc(C(C)(O)c2nc(-c3ccccc3)cs2)cc1 (stereo not drawn) | -1.2 | 0.7 | 0.8 | -3.3 | -2.7 | . | -2.7 | -2.1 | -1.9 | -1.1 | -1.3
Cc1coc2c(C)c3oc(=O)c(CCC(=O)N[C@@H](C)C(=O)N[C@@H](Cc4ccccc4)C(=O)O)c(C)c3cc12 | 0.6 | -120.2 | 1.3 | -261.3 | 0.9 | 2.7 | -363.3 | -0.8 | -3.2 | 3.6 | -1.2
Cc1ccc(S(=O)(=O)NC(=O)c2ccccc2C)cc1 | 0.8 | -1.7 | -1.8 | -3.1 | -1.9 | 0.0 | -5.6 | -1.1 | -1.1 | -4.2 | -0.9
CC1CCC(NC(=O)CCCn2sc3ccccc3c2=O)CC1 (stereo not drawn) | 0.0 | -2.3 | 1.3 | -1.3 | -1.0 | 1.6 | -10.0 | -0.5 | -4.0 | -2.9 | 1.7
COc1cc(OC)c(C(=O)Nc2cccc3ccccc23)cc1OC | -1.3 | 3.0 | -0.7 | -11.3 | 0.8 | -0.3 | -21.4 | -1.1 | 1.0 | 5.2 | -3.0
